Bioassay records: PubChem BioAssay, National Center for Advancing Translational Sciences (NCATS)
Vif-A3F inh = blocks the Vif interaction with APOBEC3F; 390,000 tested, 0.2% active; Potency, µM (titrated, usually from 46.1 µM), for inactives: top-dose activity, negative = active; HeLa A3F-eYFP + Vif (tagged APOBEC3F with the HIV-1 protein that degrades it), YFP fluorescence increase; further: potency means the concentration at half of the fitted maximal effect; % of control where 0% means no effect; nearly all actives have a fitted effect of over 65% in size
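HeLa cells stably expressing Vif plus C-terminally eYFP-tagged A3F were seeded, incubated overnight at 37 deg C, dosed with compound, incubated overnight again at 37 deg C. Yellow fluorescence (Ex 488/Em 500-530) reported blocked Vif-mediated A3F-eYFP degradation.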
LDHA inh = blocks human lactate dehydrogenase A. P00338. activity change, % (values are at about 110 or 230 µM). purified LDHA, NADH/diaphorase-resazurin fluorescence; active compounds read low. 480,000 tested, 0.15% active; in the data active means activity change below about -30%; inconclusive means mostly about -25% to -30%;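 further: plate controls were DMSO wells for no effect and wells without enzyme for full effect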
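Remaining NADH was detected by diaphorase (0.133 mg/mL) converting 37 µM resazurin to fluorescent resorufin, read at 0 and 20 minutes. The preceding 5-minute room-temperature reaction used 2 nM LDHA, 0.2 mM sodium pyruvate and 0.06 mM NADH at pH 7.4.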
Glioma ERSR ind = inducers of ER stress response in human glioma cells; U87-MG GRP78 promoter luciferase reporter, 16 h; Potency, µM, without a hit: at the top dose activation, hits mostly activators; 420,000 tested, 0.02% active; further: potency means the concentration at half of the fitted maximal effect; series mostly up to about 76 µM; % of control where 0% means no effect; nearly all actives have a fitted effect of over 35% in size
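Stably transfected U87-MG human glioma cells carrying a GRP78-based luminescent sensor were seeded at 1000 cells/well, pin-dosed with compounds and incubated 16 h. Luciferase reagent was then added, and end-point luminescence was read after 10 min at room temperature.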
RXFP1 agonist = activates the human relaxin receptor RXFP1 | Q9HBX9 | HEK293T-RXFP1 cAMP TR-FRET, 30 min; response scale: percent of porcine relaxin response, buffer zero | Potency, µM (titrated, usually from 57.5 µM), inactives show top-dose activation, hits mostly activators | 370,000 tested, 0.3% active | AID 2676; further: potency means the concentration at half of the fitted maximal effect; on the % scale 0 is the no-effect control and ±100 the full control effect; nearly all actives have a fitted effect of over 60% in size; many of its hits are not listed in these tables
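HEK293T cells stably expressing RXFP1 were pretreated with the PDE4 inhibitor Ro 20174, exposed to compounds for 30 min at 37C, lysed, and cAMP was read by TR-FRET. Data normalized to buffer (basal) and 29 nM porcine relaxin (100%).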
TrxR1 substrate = rat thioredoxin reductase 1 substrate activity. O89049. purified TrxR1 substrate turnover, NADPH consumption readout. Potency, µM (series often up to 114 µM), for the others: at the top dose activity change, negative = substrate turnover. 390,000 tested, 0.01% active. AID 588456; further: potency means the concentration at half of the fitted maximal effect; on the % scale 0 is the no-effect control and ±100 the full control effect; nearly all actives have a fitted effect of over 50% in size
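Rat TrxR1, dispensed at 90 nM, was prereduced with 400 uM NADPH (final) for 5 min at ~22 deg C, then incubated with compound 15 min before 400 uM selenite. A first-read NADPH fluorescence drop versus no-compound background flagged substrates.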
Vif-APOBEC3G blk = inhibitors of Vif-APOBEC3G interaction. HeLa A3G-eYFP + Vif (tagged APOBEC3G with the HIV-1 protein that degrades it), YFP fluorescence, overnight. Potency, µM (series often up to 46.1 µM), for the others: at the top dose activity, negative = active, actives largely listed as inhibitors. 410,000 tested, 0.076% active. AID 602310;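 further: potency means the concentration at half of the fitted maximal effect; on the % scale 0 is the no-effect control and ±100 the full control effect; nearly all actives have a fitted effect of over 60% in size; hits raise eYFP signal because A3G escapes Vif-driven loss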
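Read-out is eYFP fluorescence (Ex 488/Em 500-530) from Vif-expressing HeLa A3G-eYFP cells; more signal means A3G escaped Vif-mediated degradation. Cells plated overnight, compound pinned in, incubated overnight at 37 deg C.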
USP1-UAF1 inh = blocks the human USP1/UAF1 deubiquitinase complex; O94782; recombinant USP1/UAF1, Ub-Rhodamine cleavage fluorescence; Potency, µM (series often up to 57.1 µM), for the others: at the top dose activity change, negative = inhibition, hits mostly inhibitors; AID 743255; 390,000 tested, 0.23% active; further: potency means the concentration at half of the fitted maximal effect; on the % scale 0 is the no-effect control and ±100 the full control effect; nearly all actives have a fitted effect of over 60% in size; inactives centre near -12
Target sequence (O94782 whole entry, looked up): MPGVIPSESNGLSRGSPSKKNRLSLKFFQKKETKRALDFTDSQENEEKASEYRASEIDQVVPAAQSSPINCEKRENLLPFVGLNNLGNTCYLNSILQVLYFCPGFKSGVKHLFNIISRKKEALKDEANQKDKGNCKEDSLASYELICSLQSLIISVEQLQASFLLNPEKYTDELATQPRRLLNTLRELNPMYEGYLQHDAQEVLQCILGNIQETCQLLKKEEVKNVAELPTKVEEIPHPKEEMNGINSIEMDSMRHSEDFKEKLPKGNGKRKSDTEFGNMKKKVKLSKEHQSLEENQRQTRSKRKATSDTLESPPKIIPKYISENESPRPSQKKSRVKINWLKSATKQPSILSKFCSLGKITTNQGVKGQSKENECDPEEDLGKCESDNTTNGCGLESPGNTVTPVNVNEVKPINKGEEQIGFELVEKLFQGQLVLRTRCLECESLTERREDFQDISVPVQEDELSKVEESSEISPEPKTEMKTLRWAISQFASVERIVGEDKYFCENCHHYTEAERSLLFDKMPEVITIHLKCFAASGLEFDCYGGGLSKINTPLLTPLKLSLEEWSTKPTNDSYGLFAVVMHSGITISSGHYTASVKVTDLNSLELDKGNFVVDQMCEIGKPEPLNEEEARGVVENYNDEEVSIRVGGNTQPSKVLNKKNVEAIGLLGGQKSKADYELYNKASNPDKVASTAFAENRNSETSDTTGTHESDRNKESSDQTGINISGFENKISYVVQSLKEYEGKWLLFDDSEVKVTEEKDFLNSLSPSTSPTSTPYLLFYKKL
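In this screen, compounds sit with the deubiquitinase complex (1nM) for 15 min at room temperature before Ub-Rho is added at 150nM final. Fluorescence rise is then followed for 6 reads every 60 seconds.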
PI4K2A block = PI4K2A (human) kinase inhibition; activity change, negative = inhibition, % at 76.9 µM; 420,000 tested, 0.13% active; Q9BTU6; purified PI4K2A, ADP-Glo luminescence, 1 h; active compounds read low; AID 1346378; in the data active means activity change below about -50%; inconclusive means mostly about -30% to -49%;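 further: -100% = wells without enzyme as full effect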
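ADP-Glo luminescence measured ADP generated by PI4K2A enzyme (4 ug/mL before mixing) with 1.2 mM PI substrate (pre-mix) and 300 microM ATP (pre-mix). Tris pH7.5 buffer with MgCl2, Triton X-100; 1 h reaction at ambient temperature.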
mIDH1 inhibitor = human IDH1 R132H inhibition. O75874. IDH1-R132H enzyme, NADPH consumption, diaphorase/resazurin fluorescence. Potency, µM (doses to about 76.6 µM), inactives show top-dose activity change, negative = inhibition, most hits filed as inhibitors. 390,000 tested, 0.093% active; further: potency means the concentration at half of the fitted maximal effect; on the % scale 0 is the no-effect control and ±100 the full control effect; nearly all actives have a fitted effect of over 65% in size
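IDH1-R132H (0.5 ug/mL) preincubated 30 min with compound, then NADPH (0.016 mM) and alpha-KG (2 mM) added; 80 min at RT, pH 7.5. Remaining NADPH coupled via diaphorase/resazurin to fluorescence (540/590 nm); concentration-response curves normalized to no-enzyme control.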
* = called active by the depositor; ? = inconclusive; / = no result given; & = joins results of further samples; [ ] = dose if it differs, or a comment. Unless noted, the call rests on the fitted dose curve; in most records, active means well fitted curve in the direction sought with a large enough effect; inconclusive means small, poorly fitted or top-dose-only effect, or another doubt; inactive means no such curve, though single readings can be large; an effect the other way counts as inactive or inconclusive. These rows are one share of the data; rates above refer to the full screens.

Preview, 2 compounds:
SMILES	Vif-A3F inh	LDHA inh	Glioma ERSR ind	RXFP1 agonist	TrxR1 substrate	Vif-APOBEC3G blk	USP1-UAF1 inh	PI4K2A block	mIDH1 inhibitor
CNc1ccc(C(=O)N2CCN(S(=O)(=O)c3ccc4c(c3)OCCCO4)CC2)cc1[N+](=O)[O-]	-1%	0	21%	1.3%	2%	0%	-15%	0	7%
Cn1cc(-c2nnnn2-c2cccc(C(F)(F)F)c2)c(C(F)(F)F)n1	6%	-2	-1%	0.1%	-5%	-5%	-9%	1	9%

Results, repeating the preview:
SMILES	Vif-A3F inh	LDHA inh	Glioma ERSR ind	RXFP1 agonist	TrxR1 substrate	Vif-APOBEC3G blk	USP1-UAF1 inh	PI4K2A block	mIDH1 inhibitor
CNc1ccc(C(=O)N2CCN(S(=O)(=O)c3ccc4c(c3)OCCCO4)CC2)cc1[N+](=O)[O-]	-1%	0	21%	1.3%	2%	0%	-15%	0	7%
Cn1cc(-c2nnnn2-c2cccc(C(F)(F)F)c2)c(C(F)(F)F)n1	6%	-2	-1%	0.1%	-5%	-5%	-9%	1	9%
COc1ccc(NC(=O)CN(C)C(=O)CCNC(=O)c2ccccc2OC)cc1	-5%	1	-4%	0.2%	2%	-1%	4%	-1	0%
COc1ccc(-c2csc(Nc3ccc(O)cc3)n2)cc1	?	0	2%	-0.7%	2%	-15%	-23%	-3	2%
Nc1ncnc2nc(SCCC(=O)O)[nH]c12	-1%	-5	3%	0.0%	6%	-6%	-25%	1	-6%
O=C(Cn1c(C(=O)NCc2ccco2)cc2sccc21)c1ccccc1	1%	-2	-2%	1.2%	1%	-7%	-22%	0	10%
Cc1ccc(CN(C(=O)c2ccccc2[N+](=O)[O-])C2CCS(=O)(=O)C2)o1 (stereo not drawn)	-10%	-5	-5%	-2.0%	1%	1%	-7%	-5	-10%
Cc1ccc(OCC(=O)Nc2ccc3c(c2)ncn3C)cc1	0%	-6	-5%	/	1%	-3%	-5%	-1	3%
Cc1nnc(C)c2c(C)n(-c3ccccc3N)c(C)c12	0%	-1	-4%	0.1%	-2%	2%	-16%	5	-4%
CCc1c(C(=O)N2CCOCC2)csc1C	-12%	3	-4%	1.3%	0%	0%	-15%	4	7%
CCOC(=O)c1noc2ncnc(N3CCC(C)CC3)c12	-14%	6	-3%	0.7%	-1%[57.1 µM]	0%	-9%	-2	4%
O=C(CC(=O)N/N=C\c1cccc(Cl)c1Cl)NCc1ccccc1	1%	-6	-3%	-0.4%	-4%	0%	-4%	3	9%
O=C(CSc1ccc2ccccc2c1)Nc1nc2ccccc2[nH]1	-4%	-5	-3%	0.2%	4%	2%	0%	-3	-2%
Cc1cccc(-n2nc3c(c2NC(=O)c2ccco2)CS(=O)C3)c1C (stereo not drawn)	0%	-4	-6%	-1.0%	7%[57.1 µM]	1%	-18%	-3	3%
Cc1ccc(S(=O)(=O)NCC(c2ccco2)N2CCc3ccccc3C2)cc1 (stereo not drawn)	1%	5	-1%	-0.1%	-3%	-19%	-14%	1	4%
NC(=O)C1CCN(C(=O)c2ccc(Oc3ccccc3)cc2)CC1	-18%	-4	-3%	2.9%	0%	2%	0%	4	5%
Cc1ccc(N2CC(NC(=O)c3cccs3)CC2=O)cc1 (stereo not drawn)	1%	4	2%	1.3%	1%[57.1 µM]	1%	-22%	0	0%
COc1ccc(OCC(=O)N2CCN(c3cccc(C(F)(F)F)c3)CC2)cc1	-2%	9	-7%	-0.7%	-13%	2%	-10%	-9	1%
CCOc1ccc(C(=S)N2CCN(C)CC2)cc1	2%	-9	-3%	2.1%	6%[57.1 µM]	6%	-6%	0	11%
CCn1cc(C(=O)O)c(=O)c2cc(F)c(N3CCN(C(=S)NC(=O)c4ccccc4Br)CC3)cc21	-6%	8	-7%	12%	13%[57.1 µM]	3%	-14%	2	2%

Two compounds drawn at random from those above:
SMILES	Vif-A3F inh	LDHA inh	Glioma ERSR ind	RXFP1 agonist	TrxR1 substrate	Vif-APOBEC3G blk	USP1-UAF1 inh	PI4K2A block	mIDH1 inhibitor
CNc1ccc(C(=O)N2CCN(S(=O)(=O)c3ccc4c(c3)OCCCO4)CC2)cc1[N+](=O)[O-]	-1%	0	21%	1.3%	2%	0%	-15%	0	7%
CCn1cc(C(=O)O)c(=O)c2cc(F)c(N3CCN(C(=S)NC(=O)c4ccccc4Br)CC3)cc21	-6%	8	-7%	12%	13%[57.1 µM]	3%	-14%	2	2%

Two entries from above, reformatted.
The line under a structure holds: Vif-A3F inh | LDHA inh | Glioma ERSR ind | RXFP1 agonist | TrxR1 substrate | Vif-APOBEC3G blk | USP1-UAF1 inh | PI4K2A block | mIDH1 inhibitor
> CCc1c(C(=O)N2CCOCC2)csc1C
    -12% | 3 | -4% | 1.3% | 0% | 0% | -15% | 4 | 7%
> CCOC(=O)c1noc2ncnc(N3CCC(C)CC3)c12
    -14% | 6 | -3% | 0.7% | -1%[57.1 µM] | 0% | -9% | -2 | 4%

(listing goes on)
SMILES	Vif-A3F inh	LDHA inh	Glioma ERSR ind	RXFP1 agonist	TrxR1 substrate	Vif-APOBEC3G blk	USP1-UAF1 inh	PI4K2A block	mIDH1 inhibitor
CCOC(=O)C1=C(N)N2C(=O)C(C)SC2=C(C(=O)OC)C1c1cccc(OC)c1 (stereo not drawn)	-6%	0	-2%	0.5%	-4%	1%	-10%	-2	-3%
O=C(CC12CC3CC(CC(C3)C1)C2)NCCN1CCOCC1	-1%	-8	-1%	-1.1%	11%	0%	-19%	2	-2%
COc1ccc(C(=O)NCC(c2cccnc2)N2CCN(c3ccccc3OC)CC2)cc1OC (stereo not drawn)	-22%	-1	-3%	1.9%	16%[57.1 µM]	-1%	-9%	-3	2%
COC(=O)N1N=C(c2ccc(Br)cc2)CC1(O)C(F)(F)F (stereo not drawn)	1%	-9	-2%	0.6%	-10%	0%	-4%	2	4%
COc1cc(CN2CCN(C3CCC3)CC2CCO)cc(OC)c1 (stereo not drawn)	7%	-3	-4%	-0.7%	8%[57.1 µM]	2%	-18%	5	1%
CC(=O)c1cccc(NC(=O)c2ccccc2N(Cc2ccccc2)S(C)(=O)=O)c1	-1%	0	-1%	1.1%	2%	0%	-25%	-2	1%
O=C(Nc1ccccc1F)c1ccc2ncsc2c1	-4%	-1	-1%	4.3%	4%	-5%	-16%	-9	6%
Cn1c(SCc2ccc([N+](=O)[O-])cc2)nnc1-c1ccncc1	-14%	-3	1%	1.5%	-2%	3%	-12%	-1	-3%
COc1cccc(-c2nnc(SCC(=O)Nc3ccc(S(N)(=O)=O)cc3)n2C)c1	1%	-7	-2%	1.5%	-9%	-9%	-6%	2	2%
CC1CCCCN1C(=O)c1cc(-c2ccc(Cl)c(Cl)c2)on1 (stereo not drawn)	2%	-1	-1%	3.4%	-10%	-7%	-14%	6	-1%
Cc1ccc(Cl)cc1NC(=O)C(NS(=O)(=O)c1cccc2nsnc12)c1ccccc1 (stereo not drawn)	2%	-8	-4%	2.3%	-6%	0%	-19%	1	-14%
CC1CCC2C(=O)N(c3cccc(C(=O)Nc4ccc(F)cc4)c3)C(=O)C2C1 (stereo not drawn)	3%	-5	-3%	-1.8%	-17%	0%	-6%	0	7%
CCN1CCN(c2ccc(S(=O)(=O)N3CCCCC3)cc2NC(=O)CCNC(C)=O)CC1	?	-1	-2%	/	-3%	2%	-11%	3	8%
Cc1ccc(Cl)cc1NC(=O)CN1CCN(S(=O)(=O)N2CCC(C)CC2)CC1	1%	3	-4%	0.2%	0%	1%	-20%	0	4%
COc1ccc(NCc2nc3ccccc3n2CCOc2ccc(C)cc2)cc1	-13%&-11%	-3&-1	0%&-2%	0.7%&1.9%	8%	1%&-13%	-11%&-32%	4&-4	0%&7%
CC1CCCN(c2ccc(C(=O)Nc3cccnc3)cc2[N+](=O)[O-])C1 (stereo not drawn)	-6%	-3	-1%	0.0%	7%[57.1 µM]	6%	-21%	6	8%
CC(=O)N1CCc2c(sc3c2c(=O)n(-c2ccc(F)cc2)c(=O)n3Cc2ccc(C#N)cc2)C1	3%	3	2%	-1.4%	-8%	-4%	-24%	-2	4%
CC(C)C(NS(=O)(=O)c1cc(C(=O)O)ccc1Cl)C(=O)O (stereo not drawn)	-68%	-3	-2%	0.5%	1%	6%	-30%	15	0%
COc1ccc(CNC(=O)COCc2cc(-c3ccc4c(c3)OCO4)on2)cc1	0%	-4	-3%	1.9%	2%	6%	-18%	2	-10%
Cc1ccc(S(=O)(=O)c2c(N)n(/N=C/c3ccco3)c3nc4ccccc4nc23)cc1	8%	2	-1%	1.6%	60%[activator]	0%	-12%	0	-1%
